Screening data (PubChem BioAssay)
Apaf-1 inh = human Apaf-1 inhibition | reconstituted apoptosome caspase-3 activity, DEVD-Rh110 fluorescence | inhibition, % at 20 µM | actives 0.71% (n = 330,000); active = inhibition of at least 40% at 20 µM;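 also: plate controls were DMSO wells for no effect and DEVD-CHO caspase inhibitor wells for full effect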
Target sequence (O14727 whole entry, looked up): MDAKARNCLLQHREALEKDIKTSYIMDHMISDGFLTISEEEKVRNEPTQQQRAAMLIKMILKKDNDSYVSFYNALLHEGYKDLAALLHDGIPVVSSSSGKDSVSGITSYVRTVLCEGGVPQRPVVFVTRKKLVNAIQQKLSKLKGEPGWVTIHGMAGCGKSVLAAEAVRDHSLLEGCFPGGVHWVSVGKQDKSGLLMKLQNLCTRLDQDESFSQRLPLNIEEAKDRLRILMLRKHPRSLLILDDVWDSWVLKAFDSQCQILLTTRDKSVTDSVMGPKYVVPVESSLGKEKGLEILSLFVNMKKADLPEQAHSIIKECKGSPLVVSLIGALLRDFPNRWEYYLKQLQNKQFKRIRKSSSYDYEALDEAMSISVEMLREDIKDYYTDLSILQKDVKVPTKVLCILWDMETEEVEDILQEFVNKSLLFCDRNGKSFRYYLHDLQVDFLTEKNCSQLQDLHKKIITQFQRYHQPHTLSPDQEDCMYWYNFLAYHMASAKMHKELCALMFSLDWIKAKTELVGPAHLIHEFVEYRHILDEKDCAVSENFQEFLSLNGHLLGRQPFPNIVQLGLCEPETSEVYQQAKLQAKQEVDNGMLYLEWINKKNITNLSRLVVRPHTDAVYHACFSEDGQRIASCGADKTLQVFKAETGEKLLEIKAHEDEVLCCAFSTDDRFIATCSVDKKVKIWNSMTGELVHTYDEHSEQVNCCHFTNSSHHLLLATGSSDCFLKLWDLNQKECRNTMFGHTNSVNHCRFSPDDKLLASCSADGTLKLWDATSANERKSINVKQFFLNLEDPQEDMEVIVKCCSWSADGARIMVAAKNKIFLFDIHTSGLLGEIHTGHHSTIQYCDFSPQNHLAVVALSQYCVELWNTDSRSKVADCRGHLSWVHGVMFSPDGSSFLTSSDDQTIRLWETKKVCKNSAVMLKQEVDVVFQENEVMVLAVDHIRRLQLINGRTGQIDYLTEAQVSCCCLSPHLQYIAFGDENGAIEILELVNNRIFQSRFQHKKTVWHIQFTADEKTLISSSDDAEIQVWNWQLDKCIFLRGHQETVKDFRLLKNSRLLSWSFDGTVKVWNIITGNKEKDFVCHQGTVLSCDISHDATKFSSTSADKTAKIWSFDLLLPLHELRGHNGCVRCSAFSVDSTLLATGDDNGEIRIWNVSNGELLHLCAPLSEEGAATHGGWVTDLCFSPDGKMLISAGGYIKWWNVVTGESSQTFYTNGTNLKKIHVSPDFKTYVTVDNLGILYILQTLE
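Medium: Hepes buffer, pH 7.5 / System: biochemical Apaf-1 apoptosome reconstitution / Measured by: Rh110 fluorescence, excitation 480 nm, emission 540 nm / Times: compound with Apaf-1, dATP, procaspase-3 30 min, then 50 min reaction, room temperature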
HKDC1 inh = blocks human hexokinase HKDC1 activity | AID 493160 | recombinant HKDC1, G6PDH/diaphorase resazurin coupled fluorescence | Q2TB90 | actives 0.16% (n = 340,000) | inhibition, % at 20 µM;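 active = inhibition above about 35% when tested at 20 µM, limit read from the data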;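 also: plate controls were DMSO wells with enzyme for no effect and DMSO wells lacking enzyme for full effect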
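test system = in-house recombinant HK5 (HKDC1) enzyme | amount = HKDC1 at 5 µg/mL | control set = DMSO-enzyme wells negative, buffer-substituted wells positive | compound = one dose of 20 µM, 1% DMSO | schedule = reaction time 90 min, room temperature, protected from light | technique = resorufin fluorescence at 613 nm | reagent = glucose with 1 mM ATP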
SENP7 inh = SENP7 protease inhibition; Q9BQF6; recombinant SENP7, Z-RLRGG-aminoluciferin luminescence, 40 min; inhibition, % at 5 µM; actives 1.5% (n = 330,000);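 active = inhibition above about 50% at the single test dose, limit read from the data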;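 also: plate controls were DMSO with enzyme for no effect and no enzyme buffer wells for full effect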
NLRP3 yeast inh = NALP3 inhibition in yeast; Yeast reconstituted NLRP3/ASC/caspase-1, beta-gal luminescence, 24 h; inhibition, % at 10 µM; actives 0.39% (n = 330,000);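 active = inhibition of 50% or more; inactive = inhibition below 50%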;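 also: plate controls were induced DMSO wells for no effect and uninduced yeast grown without galactose for full effect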
PfGluPho inh = PfG6PD (Plasmodium falciparum) enzyme inhibition | PfGluPho enzyme, NADPH resazurin-diaphorase fluorescence | inhibition, % at 20 µM | actives 0.78% (n = 350,000);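 active = inhibition reaching at least a set limit at 20 µM in the primary screen, cut at about 59% in these data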;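 also: 0% = DMSO wells with substrate and 100% = DMSO wells lacking glucose-6-phosphate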
SENP6 block = inhibitors of human SENP6 protease. Q9GZR1. Recombinant SENP6 catalytic domain, aminoluciferin luminescence. inhibition, % at 10 µM. actives 1.8% (n = 330,000). AID 2599;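 active = inhibition above about 50% at the single tested dose, limit read from the data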;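 also: plate controls were DMSO wells with enzyme for no effect and DMSO wells lacking enzyme for full effect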
SENP1 inh = blocks the human SENP1 SUMO protease catalytic domain; Q9P0U3; recombinant SENP1 catalytic domain, CyPet-SUMO1-YPet FRET cleavage; inhibition, % at 10 µM; actives 0.21% (n = 360,000); AID 624204;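 active = inhibition at least 30% at 10 µM, raw YFP signal under a set limit, fluorescence ratio 0.5 to 1.5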;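 also: 0% = enzyme with DMSO and 100% = no enzyme wells; some results filed as inactive read as strong as hits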
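material = recombinant human SENP1 catalytic domain, His6-tagged | quantity = 20 pM enzyme | reagent = 25 nM SUMO1 FRET substrate | compound dosing = 10 µM single point, 0.5% DMSO | timing = 50 min enzyme reaction, room temperature, light-protected | detection = FRET, CFP and YFP emission | control set = no-enzyme low, enzyme-DMSO high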
SENP8 block-1 = blocks human SENP8 cleavage of Nedd8 substrate; recombinant SENP8, Nedd8 substrate fluorescence; inhibition, % at 20 µM; AID 602440; Q96LD8; actives 0.64% (n = 360,000); in the data active = inhibition mostly above about 40%, no sharp cut-off; inactive = mostly below about 27%
SENP8 block-2 = blocks the human protease SENP8; Q96LD8; purified SENP8, Z-RLRGG-aminoluciferin cleavage, luminescence; inhibition, % at 10 µM; actives 1.2% (n = 330,000); AID 2540; in the data active = inhibition above about 50%
* marks the source's active call; other numbers are inactive results; / = no result given.

entry	SMILES	Apaf-1 inh	HKDC1 inh	SENP7 inh	NLRP3 yeast inh	PfGluPho inh	SENP6 block	SENP1 inh	SENP8 block-1	SENP8 block-2
1	COc1cccc(CNC(=O)COC(=O)CN(C)S(=O)(=O)c2ccc(NC(C)=O)cc2)c1	3	-4	3	25	-2	2	0	8	-8
2	Cc1ccccc1NC(=O)C(NS(=O)(=O)c1ccc2c(c1)c(=O)n(C)c(=O)n2C)c1ccccc1 (stereo unspecified)	10	7	-1	4	-14	10	2	9	7
3	O=C(CSc1nnc(Nc2ccccc2F)s1)Nc1cccc(S(=O)(=O)N2CCCCC2)c1	4	0	2	-1	-7	-7	0	-5	-7
4	O=C(C(c1ccccc1)c1ccccc1)N1CCN(CCN2C(=O)c3cccc4cccc(c34)C2=O)CC1	18	-3	-5	0	4	1	1	-12	-4
5	COc1ccc(C)cc1S(=O)(=O)N(CC(=O)O)c1ccc(F)cc1	-7	-8	9	-4	-6	7	2	9	-7
6	CC1=C(C(=O)O)N2C(=O)C(NC(=O)c3nn(C)c(C)c3Cl)C2SC1 (stereo unspecified)	-8	15	1	-14	40	-17	1	3	3
7	O=C1c2ccsc2SCCN1Cc1ccc(Cl)cc1	5	-4	3	79*	23	5	3	12	4
8	CCCCCOC(=O)CSc1nc2c(c(=O)[nH]c(=O)n2C)n1CCc1ccccc1	9	1	-7	20	17	2	2	23	0
9	CCOC(=O)c1cnc2c(C)cc(Cl)cc2c1NCCCN1CCOCC1	0	3	2	17	22	13	-6	-128	7
10	Cc1c(Cl)cccc1NC(=S)N=Nc1c(O)n(CN2CCOCC2)c2ccccc12	8	-4	-7	36	8	2	2	10	-14
11	COc1ccc(S(=O)(=O)N2CCC(C(=O)NC3CC3)CC2)cc1Cl	-3	-8	3	8	-1	14	2	14	-1
12	O=C(NC1CCN(Cc2ccccc2)CC1)c1ccccc1F	-1	-6	-3	7	-1	-45	0	6	-3
13	CCc1ccc(NS(=O)(=O)c2ccc(C)c(C(=O)N3CCOCC3)c2)cc1	-1	0	0	22	-4	-2	-1	1	-8
14	CCSc1nnc2nc3[nH]c4c(C)cccc4c3nn12	-76	-4	3	10	36	-14	3	15	5
15	CC(C)Oc1ccc(C(=O)Nc2ccc(C(F)(F)F)n(C)c2=O)cc1	3	-11	-12	6	9	-11	1	13	-9
16	[O-][n+]1cccc2ncc3cscc3c21	-2	10	2	-27	-2	3	-1	-46	1
17	O=C1NCCCC1C(=O)N/N=C/c1ccccc1[N+](=O)[O-] (stereo unspecified)	-21	-5	-1	0	6	-12	0	13	-2
18	Cc1ccc(S(=O)(=O)N2CCC(c3nnc(SCCN4CCCC4)n3C)CC2)cc1	12	-8	-4	13	-4	-23	1	0	-12
19	Cn1c(SCC(=O)NC2CC2)nnc1-c1ccccc1Cl	5	3	13	-9	-3	-11	0	2	-11
20	O=[N+]([O-])c1ccc(-[n+]2ccc3ccccc3c2)c([N+](=O)[O-])c1	-7	25	0	10	94*	41	3	46*	22
21	CCN1CCN(c2nnc(-c3ccc(C)cc3)c3ccccc23)CC1	3	0	-6	14	-12	-11	2	16	-4
22	CCC(C(=O)NC(C)(C)C)N(Cc1cccs1)C(=O)CNS(=O)(=O)c1ccccc1 (stereo unspecified)	6	-1	1	16	6	-3	0	26	-4
23	CC(C)CCC1(CCO)C(=O)N=C(N)NC1=O (stereo unspecified)	/	-3	/	/	-3	/	2	0	/
24	Cc1cccnc1NC(=O)CCC(=O)c1cccs1	15	-7	2	17	-1	-19	-6	-29	0
25	COc1ccc(-c2csc(NC(=O)CSCC(=O)Nc3cc(C)on3)n2)c(OC)c1	13	-4	-3	4	-1	-14	-1	-10	-3
26	O=C1S/C(=C\C=C\c2ccco2)C(=O)N1c1ccccc1	10	5	6	4	35	3	-9	24	-7
27	CCCCC(=O)Nc1ccc(Cl)cn1	-19	-9	-3	18	-7	-10	2	15	-5
28	Cc1noc(C)c1COC(=O)c1ccc(F)c(S(=O)(=O)N2CCCCC2)c1	-4	-6	-2	8	-16	-20	2	9	-2
29	CCn1c(=O)c(=O)[nH]c2cc(C(=O)NC3CCCc4ccccc43)ccc21 (stereo unspecified)	-1	-5	-3	1	-14	-4	0	-140	-10
30	CN(C)c1cc(-c2ccc(Cl)c(Cl)c2)oc(=O)c1Cl	3	14	12	17	4	-3	-16	-58	-1
31	O=[n+]1c2c(n([O-])c3c1CCCC3)CCCCC2	-6	4	3	-11	12	-14	2	4	-1
32	COc1cc(OC)cc(N2CC(C)(C)C2=O)c1	7	-7	2	20	-8	12	3	13	3
33	COc1ccc(N2CCN(C(=O)CN(Cc3ccc(Cl)cc3)S(C)(=O)=O)CC2)cc1	6	0	1	17	6	-14	1	24	2
34	Cc1ccc(S(=O)(=O)NCC(c2cccnc2)N(C)C)cc1 (stereo unspecified)	1	-3	-6	4	12	-1	-2	12	-7
35	Nc1cc(N)nc(CS)n1	4	-7	-5	-9	-14	-19	1	11	-7
36	COc1ccccc1-c1nnc(NC(=O)C(C)C)s1	0	-2	5	28	9	-6	4	-62	-3
37	O=C(CSc1n[nH]c(=O)n1-c1ccccc1)N1CCOCC1	4	-6	-10	-4	-2	-12	1	17	-6
38	Cc1ccc(NC(=O)c2cc(-c3cc(Cl)ccc3O)n[nH]2)cc1C	1	-6	-7	39	-6	19	0	13	0
39	Cc1[nH]c2ccccc2c1C(=O)C(=O)Nc1ccc2c(c1)OCCO2	8	3	7	7	-5	1	1	25	-3
40	C=CCOc1ccc(Br)cc1CNCC	-2	-4	3	-7	15	-9	2	18	-8
41	Cn1c(SCC(=O)NC2CCCCC2)nnc1-c1ccccn1	2	-6	2	4	6	0	0	-4	9
42	COc1ccc(N2CC(C(=O)Nc3cccnc3)CC2=O)cc1 (stereo unspecified)	-4	7	-10	6	5	-8	-1	1	-8
43	Cn1c(=O)n(C/C=C/c2ccccc2)c(=O)c2c1nc1n2CCCN1Cc1ccccc1	18	-2	-6	23	3	-5	0	1	0
44	CCCCN(C)C(=O)C1CCN(Cc2ccc(OCc3ccccc3)cc2)CC1	-3	-7	2	38	-4	-3	-3	24	-1
45	Cc1nn(C(C)c2nc(-c3ccccc3)no2)c(C)c1[N+](=O)[O-] (stereo unspecified)	0	0	5	22	0	1	3	11	7
46	O=C(COc1ccccc1F)Nc1cc(S(=O)(=O)N2CCOCC2)ccc1N1CCOCC1	-1	-5	5	26	5	28	3	15	2
47	Cc1ccc(N(C)C(=O)N2CCN(S(=O)(=O)c3ccc(C)c(C)c3)CC2)cc1	5	-2	-13	-7	-3	-1	-2	8	2
48	COC(=O)C(Cc1ccc(O)cc1)NC(=O)c1ccccc1 (stereo unspecified)	-5	-7	-2	-6	-10	-10	0	7	-5
49	O=C1Nc2ccc(Br)cc2C12NNc1ccccc1O2 (stereo unspecified)	10	-1	9	23	21	-36	58	43*	-14
50	CC(=O)c1cccc(NC(=O)NNC(=O)c2ccc(-c3ccccc3)cc2)c1	3	-9	-6	-10	-6	-6	0	8	0
51	CCOc1ccc(C(CC(=O)O)NC(=O)COc2ccccc2OC)cc1OC (stereo unspecified)	-1	-15	6	19	-4	5	0	9	-1
52	CC(O)c1nc2ccccc2n1CC(=O)N1CCN(c2ccccc2)CC1 (stereo unspecified)	1	-3	5	5	-11	-13	2	11	3
53	Nn1cnc2cc3ccccc3cc2c1=O	-12	2	7	8	-11	-1	-92	-120	0
54	CC(=O)Nc1nc(CCN2C(=O)c3ccccc3C2=O)cs1	-6	-8	-1	8	-2	-14	3	6	4
55	O=C(O)CC/C(=N\Nc1ccc(Cl)cc1)c1cccs1	15	-3	-10	-6	-5	7	-4	3	-14
56	Cn1cccc1C(=O)NNC(=O)COc1ccc(C#N)cc1	3	-4	14	11	1	-5	5	12	5
57	CC(=O)C(=Nc1cccc(Cl)c1)NNc1ccccc1C	-5	2	0	-3	22	0	1	14	6
58	COC(=O)c1ccc(NC(=O)Cc2ccc(F)cc2)cc1	-3	-8	1	30	8	-10	0	13	-7
59	Cc1ccc(S(=O)(=O)NCC(=O)N(CC(=O)NC2CCCCC2)CC2CCCO2)cc1 (stereo unspecified)	-4	15	0	-6	2	-4	0	21	-2
60	CCOC(=O)C(C)Sc1nc2c(c(=O)[nH]c(=O)n2C)n1C/C=C(/C)Cl (stereo unspecified)	3	1	5	-6	51	-17	1	9	-2

Additional records follow:
entry	SMILES	Apaf-1 inh	HKDC1 inh	SENP7 inh	NLRP3 yeast inh	PfGluPho inh	SENP6 block	SENP1 inh	SENP8 block-1	SENP8 block-2
61	N#Cc1ccc(OCC(=O)OCC(=O)Nc2ccc(N3CCOCC3)cc2)cc1	-3	-3	-14	20	0	-14	2	15	-7
62	CCCCCN(C(=O)NC(=O)Nn1cnnc1)S(C)(=O)=O	-35	-4	-2	16	-8	1	4	6	5
63	COc1ccc2ncc(S(=O)(=O)c3ccccc3)c(N3CCN(c4ccccc4)CC3)c2c1	19	-4	-3	16	8	-1	0	2	-2
64	CCCOc1ccc(-c2c(C(=O)N/N=C/c3ccncc3)nnn2-c2nonc2N)cc1	2	-1	1	-5	9	11	2	-6	1
65	CC(C)(C)C(=O)NC1(C(F)(F)F)NC(=O)N(CCc2ccccc2)C1=O (stereo unspecified)	3	-3	2	11	4	-16	0	14	0
66	COc1ccccc1C(=O)NC(CCSC)C(=O)NCc1ccncc1 (stereo unspecified)	0	-9	-10	14	-10	-13	3	13	0
67	Nc1c(C(=O)NCc2cccs2)nnn1CC(=O)Nc1cccc(Cl)c1	3	-6	5	-5	10	-17	4	2	-1
68	Cc1ccccc1NC(=O)Cc1nc(COC(=O)CC(C)c2ccccc2)cs1 (stereo unspecified)	13	1	-15	26	-4	2	-5	7	11
69	O=S(=O)(c1ccc2c(c1)OCCO2)N1CCNCC1	-2	-8	1	9	4	-2	1	15	17
70	O=C(Nc1ccc(N2CCN(C(=O)c3ccccc3)CC2)cc1)c1cccs1	4	-6	7	24	6	-18	1	10	0
71	O=C(CSc1ncccn1)NCC1CCCO1 (stereo unspecified)	-11	-5	-3	7	10	2	-2	-20	-5
72	CCOC(=O)c1c(CN2CCCCC2)n(C)c2ccc(OC)c(S(=O)(=O)c3ccccc3)c12	2	1	-7	9	3	-10	0	-76	-12
73	O=C(Cc1ccccc1)NC(=S)Nc1cccc(C(F)(F)F)c1	9	0	-5	18	18	2	4	9	-3

Part of the list above in order of number of heavy atoms, ascending.
entry	SMILES	Apaf-1 inh	HKDC1 inh	SENP7 inh	NLRP3 yeast inh	PfGluPho inh	SENP6 block	SENP1 inh	SENP8 block-1	SENP8 block-2
69	O=S(=O)(c1ccc2c(c1)OCCO2)N1CCNCC1	-2	-8	1	9	4	-2	1	15	17
67	Nc1c(C(=O)NCc2cccs2)nnn1CC(=O)Nc1cccc(Cl)c1	3	-6	5	-5	10	-17	4	2	-1
61	N#Cc1ccc(OCC(=O)OCC(=O)Nc2ccc(N3CCOCC3)cc2)cc1	-3	-3	-14	20	0	-14	2	15	-7
64	CCCOc1ccc(-c2c(C(=O)N/N=C/c3ccncc3)nnn2-c2nonc2N)cc1	2	-1	1	-5	9	11	2	-6	1
